TLR9-MyD88 inh: blocks human TLR9 binding to MyD88; Q9NR96+Q99836; inhibition, % at 4.98 µM; 340,000 compounds, 0.21% hits; CHO BLA complementation TLR9-MyD88, CCF4 FRET ratio;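 active = inhibition above the mean over all tested compounds plus 3 SD, cut at about 21% in these data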;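 note: 0% = DMSO only wells and 100% = clavulanate BLA inhibitor control wells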
H9c2 protect: modulators protecting cardiomyocytes from myocardial damage; H9c2 cardiomyocytes, H2O2 injury protection, ATPLite, 2 h; 360,000 compounds, 0.63% hits; protection from H2O2 cell death, % at 20 µM;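 active = compounds giving at least 50% protection of heart cells from peroxide-induced death in the single-dose screen, raw or plate-pattern-corrected value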;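 note: 0% = DMSO wells with peroxide and 100% = DMSO wells without peroxide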
MC4R antag cAMP: human MC4R antagonism in cAMP assay; P32245; AID 540295; MC4R-expressing cells, MTII-stimulated cAMP, LANCE TR-FRET; 360,000 compounds, 0.48% hits; inhibition, % at 6.5 µM;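 active = inhibition above its plate's cutoff, the mean of tested wells on that plate plus 3 SD, cut at about 29% in these data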;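 note: 0% = Melanotan II alone and 100% = Melanotan II plus saturating MCL0020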
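System: U2OS cells stably expressing human melanocortin 4 receptor (MC4R). Reagent: Melanotan II challenge after compound preincubation. Doses: 6.5 µM. Times: 30-min compound, 1-h challenge, 1-h detection, room temperature. Measured by: TR-FRET with Eu-cAMP and labeled anti-cAMP, 671 nm. Replicates: singlicate.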
Glyco luc inh: blocks N-linked glycosylation in D54 reporter cells | D54 ERlucT glycosylation luciferase reporter, 24 h; percent of 100 nM tunicamycin response | reporter increase, % at 12.5 µM | 360,000 compounds, 0.23% hits | AID 588692;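 active = mean luciferase reporter signal, scaled so untreated is 0 and the glycosylation-blocking control 100, at or above a set limit in every replicate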;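 note: luciferase carries N-glycosylation sites so blocking glycosylation raises the light; 0% = median of neutral control wells and 100% = median of 100 nM tunicamycin wells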
NCOA2 inhibitor: inhibits human steroid receptor coactivator 2 | 370,000 compounds, 0.17% hits | inhibition, % at 9 µM | AID 651957 | Q15596 | HEK293 GAL4-SRC2 luciferase reporter, luminescence;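 active = inhibition above the mean inhibition of all tested compounds plus 3 SD, set per campaign, cut at about 52% in these data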;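 note: 0% = DMSO treated cells and 100% = cells given Gossypol at 36 µM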
ABCB6 inh MLPCN: inhibitors of human ABC transporter ABCB6; K562-ABCB6 porphyrin accumulation, flow cytometry, 1 h; stronger effect = lower value; fluorescence ratio to DMSO, % at 10 µM; 360,000 compounds, 0.19% hits; AID 602162;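 active = fluorescence ratio to DMSO below 75%, the collection mean minus 3 SD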;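 note: signal is porphyrin accumulated inside mitochondria; 100% equals median channel fluorescence of DMSO control wells; lower ratio means ABCB6 inhibition with less porphyrin fluorescence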
MC4R barr agon: human MC4R agonism via beta-arrestin; P32245; U2OS MC4R beta-arrestin complementation, luminescence; percent of melanotan II response, DMSO zero; activation, % at 8.9 µM; 360,000 compounds, 0.98% hits; AID 540308;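 active = activation above a per-plate cutoff, the mean activation of sample wells on that plate plus 3 SD, cut at about 8% in these data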
ABHD5-PLIN5 inh: blocks binding of human ABHD5 to perilipin-5; Q00G26+Q8WTS1; Split G. princeps luciferase complementation, luminescence, 4 h; inhibition, % at 4 µM; 360,000 compounds, 0.78% hits;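 active = inhibition above the mean inhibition across every tested compound plus 3 SD, cut at about 22% in these data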;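 note: 0% = DMSO only wells and the 100% control is not disclosed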
Target sequence (Q00G26 whole entry, looked up): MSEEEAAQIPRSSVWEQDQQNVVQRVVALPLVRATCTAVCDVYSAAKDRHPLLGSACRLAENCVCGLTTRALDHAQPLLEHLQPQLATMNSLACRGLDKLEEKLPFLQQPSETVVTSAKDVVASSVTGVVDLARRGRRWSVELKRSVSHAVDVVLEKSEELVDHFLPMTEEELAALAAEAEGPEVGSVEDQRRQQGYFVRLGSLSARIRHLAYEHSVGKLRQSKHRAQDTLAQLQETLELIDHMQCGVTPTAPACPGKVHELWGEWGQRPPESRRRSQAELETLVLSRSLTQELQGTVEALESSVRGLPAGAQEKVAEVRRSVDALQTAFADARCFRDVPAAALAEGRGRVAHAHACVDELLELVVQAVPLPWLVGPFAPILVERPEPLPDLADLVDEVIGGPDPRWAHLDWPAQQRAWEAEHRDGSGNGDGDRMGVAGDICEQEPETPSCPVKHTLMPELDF
Target sequence (Q8WTS1 whole entry, looked up): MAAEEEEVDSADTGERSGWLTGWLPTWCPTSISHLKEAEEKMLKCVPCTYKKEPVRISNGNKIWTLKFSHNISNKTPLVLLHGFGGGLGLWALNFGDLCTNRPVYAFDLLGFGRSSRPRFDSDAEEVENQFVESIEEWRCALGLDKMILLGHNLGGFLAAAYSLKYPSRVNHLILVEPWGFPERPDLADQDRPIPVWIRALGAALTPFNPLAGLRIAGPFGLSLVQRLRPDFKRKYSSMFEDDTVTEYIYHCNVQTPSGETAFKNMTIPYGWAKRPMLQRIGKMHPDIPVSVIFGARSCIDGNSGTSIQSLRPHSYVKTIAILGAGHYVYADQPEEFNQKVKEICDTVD
NOD2-RIPK2 inh: inhibitors of human NOD2-RIPK2 interaction; O43353; CHO BLA complementation NOD2-RIPK2, CCF4 ratio; inhibition, % at 4.98 µM; 360,000 compounds, 0.38% hits; AID 624267; in the data active = inhibition above about 21%;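 note: 0% = vehicle only and 100% = reference blocker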
HTR2A ag: mouse HTR2A agonism via beta-arrestin recruitment. P35363. CHO-K1 mHTR2A beta-arrestin complementation, luminescence; percent of 30 µM serotonin response. activation, % at 7.6 µM. 360,000 compounds, 0.66% hits;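 active = activation above a run cutoff, the mean activation of all tested compounds plus 3 SD, cut at about 14% in these data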;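 note: 0% = plate median of compound wells and 100% = 30 µM serotonin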
* hit, by the source's call; nt = not tested or not shown. Only part of the results is shown; count on the stated rates, not on these rows.

cpd	mol	TLR9-MyD88 inh	H9c2 protect	MC4R antag cAMP	Glyco luc inh	NCOA2 inhibitor
1	CCOc1cccc(Nc2cc3n(c(=O)n2)CCc2cc(OC)c(OC)cc2-3)c1	5	60*	-29	0	-33
2	Cc1cc2oc(=O)cc(CN3CCCC3)c2cc1Cl	nt	5	nt	-2	0
3	Cc1ccccc1S(=O)(=O)NC1=NCCCCC1	-4	4	19	1	-22
4	CN(CC1CCCN(CCc2ccccc2F)C1)C(=O)c1ccoc1 (centres undefined)	-4	-2	-5	-2	-21
5	CCCNC(=O)C1(C)CCCN(CC(=O)c2ccc3c(c2)OCCO3)C1 (centres undefined)	nt	-3	3	-8	-10
6	Cc1cc(N2CCN(S(=O)(=O)c3ccccc3)CC2)c2ccccc2n1	-1	-3	-4	0	11
7	CC(C)CN(C(=O)CSc1nnc2c(Cl)cc(C(F)(F)F)cn12)C1CCS(=O)(=O)C1 (centres undefined)	-7	2	13	-1	-9
8	Cc1[nH]c2ccccc2c1N=Nc1ccccc1C(=O)O	-5	2	-6	4	-34
9	Cc1ccc(S(=O)(=O)N/N=C/c2ccc(O)cc2O)cc1[N+](=O)[O-]	9	1	4	3	7
10	N/C(=N\c1nc(CSc2ccc(Cl)cc2)cc(=O)[nH]1)Nc1cccc2ccccc12	-1	-1	-7	4	8
11	COc1ccc(CNc2ncnc3c2[nH]c2cc(OC)c(OC)cc23)cc1	-3	9	8	5	-12
12	N#C/C(=C/c1ccncc1)c1nc2ccccc2s1	4	-3	5	6	-48
13	CC(Oc1ccc(F)cc1Br)c1nc2ccccc2c(=O)[nH]1 (centres undefined)	5	2	0	3	-17
14	COC(=O)c1ccc(NC(=S)NC2CCc3ccccc32)cc1 (centres undefined)	2	-11	-1	1	11
15	CC1(c2cnc(Nc3ccccc3)s2)CCC(=O)O1 (centres undefined)	0	9	12	0	8

cpd	ABCB6 inh MLPCN	MC4R barr agon	ABHD5-PLIN5 inh	NOD2-RIPK2 inh	HTR2A ag
1	92	-0.9	-2	-1	3
2	105	nt	-9	2	8
3	103	-3.8	2	-9	2
4	101	-0.3	-5	-3	-10
5	91	-1.9	-3	4	10
6	101	-0.9	4	-7	2
7	95	-1.9	6	-6	7
8	99	-3.1	-2	-6	2
9	92	-2.1	-2	-1	1
10	99	1.6	8	-5	-6
11	101	-0.9	4	-3	-7
12	113	-0.7	-10	1	-10
13	91	-0.8	5	-2	0
14	95	0.8	-5	8	1
15	90	-0.1	-1	-4	-6

The list goes on:
cpd	mol	TLR9-MyD88 inh	H9c2 protect	MC4R antag cAMP	Glyco luc inh	NCOA2 inhibitor
16	CCOc1ccc(Cn2ccnc2CCl)cc1[N+](=O)[O-]	6	6	-2	3	12
17	COc1ccc(-n2c(=O)c3ccccc3n(CC(=O)c3ccccc3)c2=O)cc1OC	-1	-18	3	1	10
18	COc1ccc(CCNc2cn[nH]c(=O)c2Cl)cc1OC	-1	2	9	-2	7
19	COc1ccc(N2CCN(C(=O)CCc3nnc4ccc(N5CCC(C)CC5)nn34)CC2)cc1	3	3	-2	-1	-6
20	Cc1ccsc1C(=O)N1CCCC(CO)(Cc2ccccc2)C1 (centres undefined)	-1	1	9	0	-5
21	CN(C(=O)CSc1nnc(-c2ccco2)n1C)C1CCCCC1	1	-7	-3	1	11
22	COCCN(C(=O)c1cc(-c2ccccc2Cl)nc2ccccc12)c1c(N)n(CC(C)C)c(=O)[nH]c1=O	-7	3	4	4	17
23	CCCn1c(SCC(=O)NC2CCCC2)nnc1-c1cccnc1	-10	-1	5	3	-12
24	Cc1cc(C(=O)N/N=C/c2cccnc2)n[nH]1	3	0	15	3	-39
25	Cc1nnc(SCC(=O)N(C2CCCCC2)C2CCS(=O)(=O)C2)n1N (centres undefined)	4	4	8	1	10
26	Cn1nc(C(F)(F)F)c(/C=N/OC(=O)c2ccccc2)c1Sc1ccc(Cl)cc1	-1	5	-6	-7	10
27	CNC(=S)N/N=C(\C)c1ccc(Cl)c(Cl)c1	9	10	6	2	1
28	COCCN(Cc1ccccc1)C(=S)Nc1ccc(OC(F)F)cc1	4	-8	4	-7	2
29	O=C(Nc1cccc2ccccc12)NC1CCS(=O)(=O)C1 (centres undefined)	-6	8	17	3	13
30	c1ccc(COC2CCCN(Cc3nc(Cc4ccccc4)no3)C2)cc1 (centres undefined)	1	-1	5	-1	-6

cpd	ABCB6 inh MLPCN	MC4R barr agon	ABHD5-PLIN5 inh	NOD2-RIPK2 inh	HTR2A ag
16	102	1.3	2	3	6
17	100	-1.1	-10	8	-3
18	99	-1.3	-1	9	0
19	89	0.8	13	-5	0
20	94	-1.2	-10	0	-2
21	97	-2.4	6	1	-3
22	101	-0.5	6	-5	1
23	171	0.6	-6	-7	0
24	98	-0.8	4	-7	-1
25	103	0.1	4	-8	5
26	101	0.3	-8	-7	-2
27	95	0.4	-1	10	0
28	101	0.6	-3	-7	-5
29	103	-2.6	6	2	1
30	94	9.9*	-4	-7	-3

An excerpt from above in order of number of heavy atoms, low to high.
cpd	mol	TLR9-MyD88 inh	H9c2 protect	MC4R antag cAMP	Glyco luc inh	NCOA2 inhibitor
20	Cc1ccsc1C(=O)N1CCCC(CO)(Cc2ccccc2)C1 (centres undefined)	-1	1	9	0	-5
25	Cc1nnc(SCC(=O)N(C2CCCCC2)C2CCS(=O)(=O)C2)n1N (centres undefined)	4	4	8	1	10
30	c1ccc(COC2CCCN(Cc3nc(Cc4ccccc4)no3)C2)cc1 (centres undefined)	1	-1	5	-1	-6
19	COc1ccc(N2CCN(C(=O)CCc3nnc4ccc(N5CCC(C)CC5)nn34)CC2)cc1	3	3	-2	-1	-6

cpd	ABCB6 inh MLPCN	MC4R barr agon	ABHD5-PLIN5 inh	NOD2-RIPK2 inh	HTR2A ag
20	94	-1.2	-10	0	-2
25	103	0.1	4	-8	5
30	94	9.9*	-4	-7	-3
19	89	0.8	13	-5	0

With a hit mark in MC4R barr agon, of those listed so far:
| entry | molecule | TLR9-MyD88 inh | MC4R antag cAMP | Glyco luc inh | NCOA2 inhibitor | ABCB6 inh MLPCN | MC4R barr agon | ABHD5-PLIN5 inh | NOD2-RIPK2 inh | HTR2A ag |
| --- | --- | --- | --- | --- | --- | --- | --- | --- | --- | --- |
| 30 | c1ccc(COC2CCCN(Cc3nc(Cc4ccccc4)no3)C2)cc1 (centres undefined) | 1 | 5 | -1 | -6 | 94 | 9.9* | -4 | -7 | -3 |

The list goes on:
cpd	mol	TLR9-MyD88 inh	H9c2 protect	MC4R antag cAMP	Glyco luc inh	NCOA2 inhibitor
31	Oc1nc(Nc2ccc(Cl)cc2Cl)sc1/C=C1\C=Nc2ccccc21	-3	-11	2	-5	-40
32	O=C(NC(c1ccc(-c2ccccc2)cc1)c1cnccn1)C1CCN(Cc2ccc3c(c2)OCO3)CC1 (centres undefined)	nt	-26	6	-2	-10
33	Cc1ccc(S(=O)(=O)N2[C@H](CC(=O)c3cccs3)OC[C@@H]2C)cc1	nt	nt	nt	nt	-2
34	COc1ccc(NC(=O)c2ccsc2NC(C)=O)cc1	2	5	13	3	5
35	CCOC(=O)CSc1n[nH]c(NC(=O)c2ccc(F)cc2)n1	1	2	0	-1	nt
36	COc1ccccc1N(CCC#N)C(=O)CSc1ccc2c(c1)OCCO2	-1	6	8	-2	32
37	CC(=O)NC12CC3CC(C1)CC(C(=O)Nc1ccc(C)c(S(=O)(=O)N4CCCCCC4)c1)(C3)C2	-5	-8	7	-2	16
38	O=C(N/N=C/c1ccc([N+](=O)[O-])o1)c1ccc2c(c1)OCO2	-1	0	-24	18	67*
39	Cc1ccc(SCc2c(C(=O)N/N=C/c3ccncc3)nnn2-c2nonc2N)cc1	-1	0	16	-1	-34
40	C=CCOC(=O)C1=C(C)NC(=O)NC1C1CC=CCC1 (centres undefined)	-9	-7	7	2	6
41	O=C(NCc1ccccc1CN1CCCC1)c1cccc(N2CCCC2=O)c1	3	8	-3	-1	-20
42	Cc1ccc(Nc2nc(-c3ccc(S(=O)(=O)N4CCOCC4)cc3)cs2)cc1	7	-20	5	-4	9
43	COc1cc(/C=C/C2=NNC(=O)CC2)cc(OC)c1OC	-2	0	1	5	-62
44	COc1ccc(-c2[nH]ncc2CN2CCN(C(=O)c3cccs3)CC2)c(F)c1	0	0	4	0	-4
45	Cc1ccccc1C(=O)NCCCNC(=O)c1cnccn1	9	6	-5	2	-8

cpd	ABCB6 inh MLPCN	MC4R barr agon	ABHD5-PLIN5 inh	NOD2-RIPK2 inh	HTR2A ag
31	115	-1.9	-3	-5	-1
32	92	-2.2	9	-3	-5
33	nt	nt	10	-11	-8
34	97	0.1	3	0	1
35	102	-0.8	1	3	-4
36	91	0.0	-2	3	-2
37	95	-0.5	-3	-2	5
38	99	-3.6	-4	-10	-8
39	96	5.3	-4	-8	3
40	100	0.6	0	-9	1
41	97	-0.3	8	-15	3
42	93	2.4	-10	8	-3
43	95	-1.7	-3	-14	0
44	96	1.1	-8	-4	6
45	85	0.3	6	-8	-1

Remaining list, next part
cpd	mol	TLR9-MyD88 inh	H9c2 protect	MC4R antag cAMP	Glyco luc inh	NCOA2 inhibitor
46	Cn1nnnc1SCc1cccc2ccccc12	4	-2	-3	-1	-20
47	CC(C)(C)C1CCc2c(sc(NC(=O)C3CCCO3)c2C(N)=O)C1 (centres undefined)	-10	0	15	8	9
48	CCOc1ccc(N(Cc2ccc(OC)c(OC)c2)C(=O)c2ccco2)cc1	2	-4	0	-2	18
49	O=C(NCc1ccccc1Cl)C1CCN(S(=O)(=O)N2CCCCC2)CC1	0	-2	1	-1	-11
50	CN(C)Cc1ccccc1Sc1ccccc1Br	9	3	1	-2	15
51	CCOC(=O)C1(C(=O)OCC)C(C(=O)c2ccccc2)C1c1ccccc1 (centres undefined)	-7	-8	1	-2	-34
52	O=C(Nc1nnc(C2CC2)s1)c1cc(-c2ccccc2)nn1-c1ccccc1	3	52*	4	2	-5
53	O=C(NCC1(c2ccccc2)CCCC1)c1ccco1	-5	4	1	-1	-13
54	COc1cc2ccccc2cc1C(=O)NC1CCC(C)CC1 (centres undefined)	7	-12	-7	-5	-17
55	Cc1cc2cc(CNC(=O)Nc3ccccc3)ccc2[nH]1	1	1	12	-1	-25

cpd	ABCB6 inh MLPCN	MC4R barr agon	ABHD5-PLIN5 inh	NOD2-RIPK2 inh	HTR2A ag
46	99	-2.5	4	5	-6
47	99	0.6	-4	4	2
48	99	-1.7	0	-10	-2
49	98	-0.5	-3	9	-4
50	98	-1.0	2	0	-6
51	81	0.5	-1	-9	-4
52	97	-3.6	-1	-4	-3
53	106	-0.8	-1	-7	-2
54	90	2.9	-4	-7	8
55	106	-0.6	-2	-2	-1
